# Screening results as filed in PubChem BioAssay.
# GAA glycogen – qHTS Assay for Inhibitors and Activators of Human alpha-Glucosidase Cleavage of Glycogen; recombinant GAA, glycogen substrate, Amplex Red glucose oxidase fluorescence; Potency, µM (highest dose often 76.4 µM), inactives show top-dose activity change, negative = inhibition, most hits filed as inhibitors; 300,000 tested, 0.38% active; AID 2100, 2009; active = well fitted inhibition curve with a large enough effect; inconclusive = small, poorly fitted or top-dose-only effect, or another doubt; inactive = no such curve, though single readings can be large or run the other way;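 also: 0% = full enzyme reaction and -100% = no-enzyme basal signal; the screen sought inhibitors and activators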
#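 Recombinant human alpha-glucosidase (4 nM final) hydrolysed bovine liver glycogen (30 ug) for 40 min at 37 C in pH 5.0 citrate/phosphate with 0.01% Tween-20. Released glucose detected by glucose oxidase/Amplex Red, Ex 573/Em 610 nm. Compounds up to 77 uM; AC50 from Hill fits.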
# * = called active by the depositor; ? = inconclusive; & = joins results of further samples; [ ] = remark or other dose. Potency is read from the fitted curve at half-maximal effect.
GAA glycogen | smiles
-0.3% | COc1ccc(NC(=O)c2cccc(N3C(=O)C4CCC(C)CC4C3=O)c2)c(OC)c1 (stereo not drawn)
-4.6% | O=C(CNC(=O)c1cccc(OC(F)F)c1)Nc1ccc(Cl)cc1
6.0%[76.3 µM] | CCn1cc(C(=O)NCc2ccccc2Cl)c(=O)c2cc(S(=O)(=O)N3CCCCCC3)ccc21
13.4%[76.3 µM] | COc1ccc(C(C(=O)NCc2ccccc2)N(C(=O)Cn2nnc3ccccc32)c2cccc(OC)c2)cc1 (stereo not drawn)
-7.1% | COc1ccc(N2CCN(C(=O)c3[nH]c4ccc(OC)cc4c3C)CC2)cc1
-0.9%[76.3 µM] | CN(C)c1ccc(C(=O)N/N=C/c2ccccn2)cc1
2.4% | Cc1ccc(S(=O)(=O)c2c(C)c(C)c(C)[nH]c2=O)cc1
2.7%[76.3 µM] | O=C(O)CCCNC(=O)c1nn(Cc2ccccc2)c(=O)c2ccccc12
7.3% | COc1cc(CC(=O)NCC(C)(C)N2CCOCC2)cc(OC)c1OC
-5.7%[76.3 µM] | COCCNC(=O)CCCn1c(SCc2ccccc2Cl)nc2c(sc3ccccc32)c1=O
13.8%[76.3 µM] | COCCN1C(=O)c2oc3ccc(C)cc3c(=O)c2C12C(=O)N(C)c1ccccc12 (stereo not drawn)
0.7%[76.3 µM] | CCn1c(SCC(=O)N2CCCCCC2)nc2c([nH]c3ccccc32)c1=O
-3.5%[76.3 µM] | CCc1nnc(NC(=O)c2ccc(Br)o2)s1
-0.2%[76.3 µM] | CCOC(=O)c1c(S(=O)(=O)Nc2ccccc2OCC)c(C)n(C)c1C
-1.9%[76.3 µM] | C=CCN1C(=O)c2ccc(C(=O)N3CCN(S(=O)(=O)c4cccc(Cl)c4)CC3)cc2C1=O
13.8%[76.3 µM] | CCCCOc1ccc(S(=O)(=O)NCc2csc(-c3ccc(OC)cc3)n2)cc1
0.5%[76.3 µM] | COc1ccc(CNC(=O)CCS(=O)(=O)c2ccc(Br)cc2)cc1
-0.5% | CN(CC(=O)NCCc1ccc(F)cc1)Cc1ccccc1
4.2%[76.3 µM] | O=C(CCNC(=O)N1CC(=O)Nc2ccccc21)Nc1ccc(Cl)cc1
-2.3%[76.3 µM] | Cc1ccc(OC(C)C(=O)N(C)Cc2ccccc2)c([N+](=O)[O-])n1 (stereo not drawn)
2.6%[76.3 µM] | Cc1ccc(-n2c(SCC(=O)NCCC3=CCCCC3)nc3n[nH]c(C)c3c2=N)cc1Cl
14.2%[76.3 µM] | COc1ccc(CCNC(=O)C2CCCN(c3nc4c(C)cc(C)cc4s3)C2)cc1OC (stereo not drawn)
-2.5%[76.3 µM] | COc1cccc(CNC(=O)COc2cc3c(c4oc(=O)cc(C)c24)CCC(C)(C)O3)c1
-0.5% | CCOc1ccc(S(=O)(=O)N(C)CC(=O)NCc2ccc3c(c2)OCO3)cc1
7.2%[76.3 µM] | CN1C(C)(C)c2ccccc2OS1(=O)=O
-2.8%[76.3 µM] | CCc1noc(C)c1C(=O)Nc1ccc(C(F)(F)F)cc1
1.1%[76.3 µM] | CCc1cccc(C)c1NC(=O)C(C)Sc1nc2c(c(=O)[nH]1)CCCC2 (stereo not drawn)
12.5%[76.3 µM] | O=C(NCCc1ccccc1)c1c[nH]c2ccc(S(=O)(=O)Nc3ccccc3F)cc2c1=O
-4.0% | Cc1cc(NC(=O)C2CC(=O)N(c3ccccc3Cl)C2)no1 (stereo not drawn)
-10.3%[76.3 µM] | CC(C)(C)c1ccc(S(=O)(=O)NCc2ccc(C(=O)NCC3CCCO3)cc2)cc1 (stereo not drawn)

# The results go on.
GAA glycogen | smiles
3.8%[76.3 µM] | NS(=O)(=O)c1ccc(NC(=O)Cc2cccs2)cc1
5.2%[76.3 µM] | COc1ccc(/C=C/C(=O)N2CCN(c3ccccn3)CC2)cc1
16.2%[76.3 µM] | N#C/C(=C\c1cccc(O)c1)C(=O)N1CCCCC1
-9.6%[76.3 µM] | Cc1c(C(=O)OCCOc2ccccc2)[nH]c2c1C(=O)CC(c1ccccc1)C2 (stereo not drawn)
-5.7%[76.3 µM] | Cc1cc(OCc2cc(C(=O)N(Cc3nccn3C)C(C)C)no2)cc(C)c1Cl
? | Cc1ccc(C(=O)N/N=C\C2CC=CCC2)cc1[N+](=O)[O-] (stereo not drawn)
-6.2%[76.3 µM] | CCOc1ccc(OCC)c(NC(=O)CCc2nc3cccnc3n2-c2ccccc2)c1
-9.8% | O=C1Nc2ccccc2C1C(C[N+](=O)[O-])c1ccccc1 (stereo not drawn)
5.1%[76.3 µM] | Cc1cccc(C)c1NC(=O)CN1C(=O)CCSc2ccc(S(=O)(=O)N3CCCC3)cc21
-6.4%[76.3 µM] | CNC(=O)N1c2ccccc2CCc2ccccc21
0.6%[76.3 µM] | CC(=O)N1c2ccc(S(=O)(=O)NCCC(=O)NCc3ccc(Cl)cc3)cc2CC1C (stereo not drawn)
8.3%[76.3 µM] | CCOCCCn1c(=S)[nH]c2cc(C(=O)NCc3ccc(F)cc3)ccc2c1=O
? | CCCCNC(=O)c1ccc2c(c1)NC(=O)C(C(C)C)N2 (stereo not drawn)
8.7% | COCc1nc2oc3ccc(C)cc3c(=O)c2cc1C(=O)OC
10.0%[76.3 µM] | CCc1ccc(CNC(=O)c2cc3c(=O)n(CC)c4ccccc4c3s2)cc1
-1.0%&14.2%[76.3 µM] | Cc1cc(C)cc(NC(=O)Cn2nnc(C(=O)NCc3ccco3)c2N)c1
-1.8%[76.3 µM] | CC(C)(C)c1ccc(C(=O)NCCCn2ccnc2)cc1
6.3%[76.3 µM] | C=CCNC(=O)C(=O)NCC(c1ccc2c(c1)OCO2)N1CCOCC1 (stereo not drawn)
-2.2%[76.3 µM] | CC(=O)Nc1ccc(NC2CCCCC2NS(=O)(=O)c2ccc(Cl)cc2)cc1 (stereo not drawn)
1.4%[76.3 µM] | C=CCNC(=O)N1CCCC(C(=O)c2cccc(OC(C)C)c2)C1 (stereo not drawn)
9.4%[76.3 µM] | CCOc1cc(NC(=O)Nc2ccc(F)cc2)c(OCC)cc1NC(=O)CC
1.9% | CCOC(=O)c1c(-c2ccc(-c3ccccc3)cc2)csc1NC(=O)CNCCN(C)C
6.8%[76.3 µM] | O=C(Cn1cc(SCc2ccccc2F)c2ccccc21)N1CCCC1
-8.4% | COc1ccc(C(=O)O/N=C(\N)c2ccccc2)cc1
4.8%[76.3 µM] | COc1cc(/C=C(\NC(C)=O)C(=O)N2CCCCC2)ccc1OC(C)=O
-1.6%[76.3 µM] | CC1CCC(NC(=O)CCS(=O)(=O)c2ccc3c(c2)NC(=O)C(C)S3)CC1 (stereo not drawn)
-11.7%[76.3 µM] | CCOc1ccc(S(=O)(=O)N2CCCC(C(=O)NCC3CCCO3)C2)cc1 (stereo not drawn)
-1.6%[76.3 µM] | O=C(Cn1cccc1C(=O)c1ccccc1)NCCc1ccccc1
-6.9%[76.3 µM] | O=C(CCn1c(=O)c2cccn2c2ccc(F)cc21)NCCc1ccccc1
-1.9%[76.3 µM] | Cc1cc(N2C(=O)c3ccc(C(=O)Nc4ccccc4O)cc3C2=O)no1

# Among those listed so far, 2 contain a tert-butyl group.
GAA glycogen | smiles
-10.3%[76.3 µM] | CC(C)(C)c1ccc(S(=O)(=O)NCc2ccc(C(=O)NCC3CCCO3)cc2)cc1 (stereo not drawn)
-1.8%[76.3 µM] | CC(C)(C)c1ccc(C(=O)NCCCn2ccnc2)cc1

# 2 compounds drawn at random from the list so far, as already listed:
GAA glycogen | smiles
13.8%[76.3 µM] | CCCCOc1ccc(S(=O)(=O)NCc2csc(-c3ccc(OC)cc3)n2)cc1
-2.5%[76.3 µM] | COc1cccc(CNC(=O)COc2cc3c(c4oc(=O)cc(C)c24)CCC(C)(C)O3)c1

# Next results follow.
GAA glycogen | smiles
1.3%[76.3 µM] | CCN(CC)C(=O)COc1coc(CN2CCN(c3ccccc3F)CC2)cc1=O
3.3%[76.3 µM] | O=C(NCCc1ccccc1)c1ccc(CSc2nc3cccnc3n2Cc2ccccc2F)cc1
-11.8%[76.3 µM] | CC(O)c1cccc(NC(=O)CC(c2ccccc2)c2ccccc2)c1 (stereo not drawn)
1.0%[76.3 µM] | Cc1ccc(C)c(NC(=O)CN(C)C(=O)c2cc(S(=O)(=O)N3CCOCC3)ccc2N2CCCC2)c1
6.5%[76.3 µM] | Cc1cc(C)cc(NC(=O)CCc2c(C)nc3nc(CNC(=O)c4cccc(F)c4)nn3c2C)c1
3.0% | O=C(CNS(=O)(=O)Cc1ccccc1)NCc1ccccc1
-1.2%[76.3 µM] | Cc1ccc(OCc2cc(C(=O)N(C)Cc3cnc4ccccn34)no2)cc1C
-5.8%[76.3 µM] | O=C(NCc1ccccn1)Nc1cccc(Cl)c1Cl
-9.4%[76.3 µM] | COc1cc(C(=O)Nc2ccc3ccccc3c2)cc(OC)c1OC
-8.8%[76.3 µM] | O=C(c1cc(COc2ccccc2)on1)N1CCCC(CN2CCOCC2)C1 (stereo not drawn)
-3.0% | COc1ccccc1/C=C(\C#N)C(=O)c1cccn1C
-11.2%[76.3 µM] | Cc1c(Cl)cccc1NC(=S)NNS(=O)(=O)c1ccc([N+](=O)[O-])cc1
3.2%[76.3 µM] | COCCNC(=O)CCC1CCN(Cc2ccc(-c3ccccc3)cc2)CC1
-12.7% | COC(CNc1ncnc2sc(-c3ccccc3)cc12)OC
-0.8% | CCOc1ccc2c(c1)C(NC(C)=O)C(=O)N2CCN1CCOCC1 (stereo not drawn)
-3.4%[76.3 µM] | O=C(CCOc1ccccc1)Nc1ccnn1C1CCN(Cc2ccc(O)cc2)CC1
-0.9%[76.3 µM] | O=C(O)c1cccc(-c2ccc(/C=N/n3cnnc3)o2)c1
4.9%[76.3 µM] | Cc1cccc(C(=O)Nc2ccccc2-c2nc(-c3ccccc3)no2)c1
-6.4%[76.3 µM] | O=C1CN(C(=O)COc2ccc(Cl)cc2)C(c2ccc(F)cc2)c2cc(Cl)ccc2N1 (stereo not drawn)
1.7%[76.3 µM] | CCOC(=O)c1ccc(N2C(=O)c3n[nH]c(C)c3C2c2ccc(CC)cc2)cc1 (stereo not drawn)
-0.3% | CCOC(=O)Cn1cnc2c(cnn2-c2ccccc2)c1=O
9.1%[76.3 µM] | Cc1ccc2cc(C=O)c(N3CCOCC3)nc2c1C
12.5% | CC(C)[C@H](NC(=O)c1ccccc1F)C(=O)NCCc1ccccc1
-17.4%[76.3 µM] | CC(=O)N(c1ccc2oc(=O)sc2c1)S(=O)(=O)c1ccc(C(=O)O)cc1
-3.1%[76.3 µM] | COc1ccc(-c2cn3c(C)c(C(=O)N4CCc5ccccc5C4)sc3n2)cc1
6.8%[76.3 µM] | COc1cc(CN(C(=O)Nc2ccccc2)c2ccccn2)cc(OC)c1OC
-15.0%[76.3 µM] | CSc1nc(Nc2ccc(F)cc2)cc(-c2ccccc2)n1
2.2%[76.3 µM] | Cc1ccc(/C=N/NC(=O)c2cc(-c3ccccc3)nc3ccccc23)o1
13.1%[76.3 µM] | CCc1nnc(NC(=O)c2nc(S(=O)(=O)Cc3ccc(C)cc3)ncc2Cl)s1
-8.0%[76.3 µM] | CCOCCOC(=O)Cn1cnc2scc(-c3ccc(C)cc3)c2c1=O

# Six compounds already listed, arranged by the value under GAA glycogen, low to high.
GAA glycogen | smiles
-12.7% | COC(CNc1ncnc2sc(-c3ccccc3)cc12)OC
-3.0% | COc1ccccc1/C=C(\C#N)C(=O)c1cccn1C
-0.8% | CCOc1ccc2c(c1)C(NC(C)=O)C(=O)N2CCN1CCOCC1 (stereo not drawn)
-0.3% | CCOC(=O)Cn1cnc2c(cnn2-c2ccccc2)c1=O
3.0% | O=C(CNS(=O)(=O)Cc1ccccc1)NCc1ccccc1
12.5% | CC(C)[C@H](NC(=O)c1ccccc1F)C(=O)NCCc1ccccc1

# Other compounds.
GAA glycogen | smiles
1.3%[76.3 µM] | CCC(=O)Nc1ccc(NC(=O)c2cccc3c(Br)cccc23)cc1
-0.3%[76.3 µM] | CCCCc1nnc(SC(C)C(=O)Nc2nccs2)n1C (stereo not drawn)
6.5%[76.3 µM] | COc1ccccc1OCCn1c(C)c(C=O)c2ccccc21
-22.7%[76.3 µM] | CC/C(=N\NC(=O)c1nnn(-c2nonc2N)c1CN(C)c1ccccc1)c1ccccc1
? | COc1ccc(C2NN=C(c3c[nH]c4ccccc34)C2O)cc1 (stereo not drawn)
0.8%[76.3 µM] | Cc1nc(CN(C)C(=O)CC2C(=O)NCCN2Cc2ccc(F)cc2)cs1 (stereo not drawn)
-0.8% | COc1ccccc1CNC(=O)Cn1cc(Br)ccc1=O
-0.9%[76.3 µM] | C=CCc1cc(OC)ccc1OCCCCn1cncn1
3.0%[76.3 µM] | NC(=O)CN1CCN(Cc2ccc3c(c2)OCO3)CC1
-2.3%[76.3 µM] | COCCN(CCOC)S(=O)(=O)c1ccc(C(=O)Nc2sc3c(c2C(N)=O)CCCC3)cc1
14.9%[76.3 µM] | Cc1ccc(CNC(=O)C(CC(C)C)N2Cc3ccccc3C2=O)cc1 (stereo not drawn)
-6.2%[76.3 µM] | Cc1cccc(CNC(=O)C2CCC(=O)N(CCc3cccc(F)c3)C2)n1 (stereo not drawn)
4.5%[76.3 µM] | CC1CCN(S(=O)(=O)c2nnc(NC(=O)c3ccc(C(C)C)cc3)s2)CC1
-8.8%[76.3 µM] | O=C(c1cccc(Cl)c1)C1CCCN(S(=O)(=O)c2ccccc2)C1 (stereo not drawn)

# This is a subset; the hit share may differ from the screen's.
